IP6K1 inhibitor = inhibitors of human IP6K1 | IP6K1 kinase, ADP-Glo luminescence, 2 h; stronger effect = lower value | activity change, % (series mostly up to about 58 µM) | 140,000 compounds, 0.81% hits | AID 1645851; in the data active = activity change below about -25%
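ADP-Glo luminescence measures ADP made by human IP6K1 during a 2 h RT reaction with ATP/IP6 (mix at 1.3 mM/130 uM); top library doses 57.5 and 19.1 uM final.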
HEK cytotox = kills HEK 293 cells | HEK 293 viability, ATP luminescence (CellTiter-Glo), 48-72 h | Potency, µM (series often up to 115 µM), for inactives: top-dose activity change, negative = cytotoxicity, actives largely listed as inhibitors | 94,000 compounds, 6.6% hits; note: potency is the fitted concentration of half-maximal effect; nearly all actives have a fitted effect of over 60% in size
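Luminescence from cellular ATP, measured with CellTiter-Glo, indicates HEK 293 viability. Cells plated at 250 cells/well are treated with compound for 48 or 72 hr at 37 degree Celsius before reagent addition.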
FLuc inh = Photinus pyralis luciferase inhibition; purified P. pyralis luciferase, luminescence, biochemical; Potency, µM (titrated, usually from 115 µM), for inactives: at the highest dose activity change, negative = inhibition, most hits filed as inhibitors; 76,000 compounds, 2.5% hits; note: potency is the fitted concentration of half-maximal effect; nearly all actives have a fitted effect of over 65% in size
Target sequence (P08659 whole entry, looked up): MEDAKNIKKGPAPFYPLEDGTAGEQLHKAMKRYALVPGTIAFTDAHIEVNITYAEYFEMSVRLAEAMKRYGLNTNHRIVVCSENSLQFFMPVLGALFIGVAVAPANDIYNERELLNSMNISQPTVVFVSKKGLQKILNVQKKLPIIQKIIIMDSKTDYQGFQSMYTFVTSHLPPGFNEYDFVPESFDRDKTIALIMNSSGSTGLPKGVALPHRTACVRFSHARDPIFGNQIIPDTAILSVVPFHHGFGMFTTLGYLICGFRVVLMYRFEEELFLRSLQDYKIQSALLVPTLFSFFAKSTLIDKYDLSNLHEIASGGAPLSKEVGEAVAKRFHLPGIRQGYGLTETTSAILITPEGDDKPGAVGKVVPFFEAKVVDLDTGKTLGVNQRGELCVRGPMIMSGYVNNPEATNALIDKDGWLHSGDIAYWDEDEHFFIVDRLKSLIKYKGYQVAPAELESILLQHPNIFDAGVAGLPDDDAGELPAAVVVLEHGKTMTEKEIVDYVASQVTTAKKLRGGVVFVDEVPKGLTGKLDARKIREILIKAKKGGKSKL
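Inhibitors were tested against purified firefly luciferase in a biochemical, low-substrate format (both substrates at 10uM) and luminescence measured with a CCD imager.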
HEK293 viab = counter-screen for SNCA expression inhibitors: cell viability; 150,000 compounds, 0.12% hits; HEK-293-SNCA-luc viability, GF-AFC fluorescence, 24 h; Potency, µM (top dose mostly 57.1 µM), for inactives: at the top dose activity change, negative = cytotoxicity, usual class: cytotoxic;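 note: potency is the fitted concentration of half-maximal effect; 0% = DMSO-treated cells and -100% = medium-only wells without cells; nearly all actives have a fitted effect of over 30% in size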
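Cytotoxicity counterscreen: after 24 h compound treatment of genome-edited SNCA-luciferase HEK-293 cells, live-cell protease substrate GF-AFC read by fluorescence after 30 min; activity scaled between DMSO (0%) and medium-only (-100%), curves Hill-fitted.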
SNCA expr inh = inhibitors of alpha-synuclein (SNCA) gene expression | HEK-293 SNCA-luciferase knock-in, luminescence, 24 h | Potency, µM (series often up to 57.2 µM), without a hit: at the top dose activity change, negative = inhibition, hits mostly inhibitors | 140,000 compounds, 0.17% hits | AID 1671194;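 note: potency is the fitted concentration of half-maximal effect; plate controls were DMSO cells for no effect and cell-free wells for full effect; nearly all actives have a fitted effect of over 45% in size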
GPT2 inh = GPT2 alanine aminotransferase inhibition; Potency, µM (highest dose often 57.7 µM), for the others: at the highest dose activity change, negative = inhibition, actives largely listed as inhibitors; Recombinant GPT2, coupled pyruvate oxidase/HRP Amplex Red fluorescence; 100,000 compounds, 0.25% hits; note: potency is the fitted concentration of half-maximal effect; nearly all actives have a fitted effect of over 60% in size; many of its hits are not listed in these tables
Target sequence (Q8TD30 whole entry, looked up): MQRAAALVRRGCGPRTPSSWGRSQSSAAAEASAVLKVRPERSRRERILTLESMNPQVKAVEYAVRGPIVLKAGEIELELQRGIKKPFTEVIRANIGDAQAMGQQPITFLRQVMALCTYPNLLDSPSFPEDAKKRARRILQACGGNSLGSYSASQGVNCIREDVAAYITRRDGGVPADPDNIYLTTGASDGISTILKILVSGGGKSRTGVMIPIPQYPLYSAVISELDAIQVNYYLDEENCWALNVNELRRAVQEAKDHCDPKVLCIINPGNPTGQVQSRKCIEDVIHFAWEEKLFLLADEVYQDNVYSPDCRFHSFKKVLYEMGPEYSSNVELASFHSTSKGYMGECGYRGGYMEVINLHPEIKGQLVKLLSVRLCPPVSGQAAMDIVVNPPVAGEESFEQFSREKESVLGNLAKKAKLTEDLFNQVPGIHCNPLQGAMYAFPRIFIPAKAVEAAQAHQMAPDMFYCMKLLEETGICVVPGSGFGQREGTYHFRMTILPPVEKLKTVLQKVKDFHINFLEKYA
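Fluorescence read-out: pyruvate from GPT2 turnover coupled to pyruvate oxidase, HRP and Amplex Red (0.2mM ThPP, 0.2U/mL PO and HRP, 50uM Amplex final). Substrates 250uM a-KG, 2mM L-alanine; enzyme 10ng/uL; 30 min RT.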
NIH3T3 tox = kills NIH 3T3 cells | NIH 3T3 viability, CellTiter-Glo ATP luminescence, 48-72 h | Potency, µM (titrated, usually from 96.7 µM), for inactives: top-dose activity change, negative = cytotoxicity, most hits filed as inhibitors | 94,000 compounds, 4.3% hits; note: potency is the fitted concentration of half-maximal effect; nearly all actives have a fitted effect of over 55% in size
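Mouse fibroblast NIH 3T3 cells, 400 per well, received compound via pintool and were incubated for 48 or 72 hr prior to CellTiter-Glo ATP luminescence measurement.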
* = called active by the depositor; i = inactive; ? = inconclusive; . = not tested or not shown; & = joins results of further samples; ! = not active in a repeat; [ ] = another dose, or the depositor's remark. Unless noted, calls come from the whole dose curve; as a rule, active = well fitted curve in the direction sought with a large enough effect; inconclusive = small, poorly fitted or top-dose-only effect, or another doubt; inactive = no such curve, though single readings can be large; an effect the other way counts as inactive or inconclusive. Unless noted, % is set by controls: 0 for no effect and ±100 for the full control effect.

SMILES	IP6K1 inhibitor	HEK cytotox	FLuc inh	HEK293 viab	SNCA expr inh	GPT2 inh	NIH3T3 tox
Cc1noc(-c2ccc(-c3ccc(CC(=O)O)cc3)cc2)c1NC(=O)O[C@H](C)c1ccccc1	1	.	.	-18%	.	i	.
CCCCc1c(-c2ccc(OC)cc2)[nH]c2nccnc12	5	.	.	32%	.	i	.
COc1cc2ncnc(Nc3ccc(F)c(Cl)c3)c2cc1NC(=O)C=CCN1CCCCC1	.	.	.	-14%	25%	-2%	.
N#CC(c1ccnc(NCCc2cccnc2)n1)c1nc2ccccc2s1 (configuration not stated)	.	.	.	7%	-10%	-30%	.
O=C(NCCc1noc(C2CC2)n1)C1CCCC1	-4	-1%	1%	-1%	10%	i	-4%
COc1ccc(C(=O)N2CCC(c3noc(-c4ccncc4)n3)C2)cn1 (configuration not stated)	-4	3%	4%	-22%	-23%	i	-17%
COc1ccc2cc(-c3nc(-c4ccc(S(C)=O)cc4)[nH]c3-c3ccncc3)ccc2c1 (configuration not stated)	0	.	.	?	14%	4%	.
Cc1cc(CN2CCN(c3c(Br)cnc4nc(-c5ccc(N6CCN(C)CC6)cc5)[nH]c34)CC2)no1	-4	.	.	-25%&-10%	30%	2%&0%	.
O=C(c1ccc(C=Cc2n[nH]c3ccccc23)cc1)N1CCNCC1	.	.	.	-15%	78%[activator]	i	.
OCCOCCN1CCN(C(c2ccccc2)c2ccc(Cl)cc2)CC1 (configuration not stated)	-31*	.	.	-24%[23.9 µM]	-32%[25.6 µM]	4%	.
c1ccc2c(Oc3nc(Nc4ccc(N5CCOCC5)cc4)c4ncn(C5CCCCC5)c4n3)cccc2c1	17	.	.	-19%&-6%	38%[activator]	-4%	.
COc1ccc(Sc2ccc(NC(=O)c3ccccc3Cl)cc2C#N)cc1	-11	.	.	0%	.	0%	.
C#C[C@]1(O)CC[C@@H]2[C@@H]3CCC4=CC(=O)CC[C@@H]4[C@H]3CC[C@@]21CC	.	.	.	5%	3%	i	.
Cc1ccc(-n2nc(C(C)(C)C)cc2NC(=O)Nc2ccc(OCCN3CCOCC3)c3ccccc23)cc1	2	.	.	2%[23.9 µM]	78%[25.6 µM]	4%	.
CN1C(=O)c2cccn2CC1C(=O)NCc1nc2ccccc2n1C (configuration not stated)	0	i	.	-19%	9%	i	-17%
CCOc1c(N2CCOCC2)cnn(C)c1=O	28	.	.	-27%[23.9 µM]	47%[25.6 µM]	0%	.
O=C(Nc1cccc(C(F)(F)F)c1)Nc1cc(S(=O)(=O)NC2CC2)ccc1-c1ccsc1	1	.	.	-39%&3%	19%	0%&2%	.
CC(=O)O[C@@]12CO[C@@H]1C[C@H](O)[C@@]1(C)C(=O)[C@H](O)C3=C(C)[C@@H](OC(=O)[C@H](O)[C@@H](NC(=O)OC(C)(C)C)c4ccccc4)C[C@@](O)([C@@H](OC(=O)c4ccccc4)[C@H]21)C3(C)C	3	.	.	-21%[23.9 µM]	-23%[25.6 µM]	?	.
CCN(CC)S(=O)(=O)c1ccc(C(=O)O)cc1	3	.	.	53%[23.9 µM]	0%[25.6 µM]	i	.
O=C(Nc1ccc([N+](=O)[O-])cc1)Nc1ccc([N+](=O)[O-])cc1	26	.	.	-19%[23.9 µM]	73%[25.6 µM]	3%	.
COc1c(O)cc2c(c1O)[C@@H]1O[C@H](CO)[C@@H](O)[C@H](O)[C@H]1OC2=O	-9	.	.	7%&-26%	1%	2%	.
Cc1nc2nc(NC(=O)c3cccc(Cl)c3)[nH]n2c(=O)c1Cc1ccccc1	3	.	.	13%	29%	.	.
CCN(CC)CCOC(=O)C(c1ccccc1)c1ccccc1	-1	.	.	51%[23.9 µM]	-18%[25.6 µM]	-3%	.
CCOC(=O)Nc1ccc(NCc2ccc(F)cc2)nc1N	-2	.	.	12%	4%	10µM*!	.
COCCN1CCN(Cc2ccc(-c3n[nH]c4c3C(=O)c3c(NC(=O)NN5CCOCC5)cccc3-4)cc2)CC1	1	.	.	0.15µM*	.	-10%	.

Compound profiles, from the list above. Screens in order: IP6K1 inhibitor	HEK cytotox	FLuc inh	HEK293 viab	SNCA expr inh	GPT2 inh	NIH3T3 tox
`OCCOCCN1CCN(C(c2ccccc2)c2ccc(Cl)cc2)CC1` (configuration not stated) is listed as -31*	.	.	-24%[23.9 µM]	-32%[25.6 µM]	4%	.
`O=C(Nc1ccc([N+](=O)[O-])cc1)Nc1ccc([N+](=O)[O-])cc1` is listed as 26	.	.	-19%[23.9 µM]	73%[25.6 µM]	3%	.
`O=C(Nc1cccc(C(F)(F)F)c1)Nc1cc(S(=O)(=O)NC2CC2)ccc1-c1ccsc1` is listed as 1	.	.	-39%&3%	19%	0%&2%	.

Reprinted at random: 2 records from the list
SMILES	IP6K1 inhibitor	HEK cytotox	FLuc inh	HEK293 viab	SNCA expr inh	GPT2 inh	NIH3T3 tox
COCCN1CCN(Cc2ccc(-c3n[nH]c4c3C(=O)c3c(NC(=O)NN5CCOCC5)cccc3-4)cc2)CC1	1	.	.	0.15µM*	.	-10%	.
CCN(CC)CCOC(=O)C(c1ccccc1)c1ccccc1	-1	.	.	51%[23.9 µM]	-18%[25.6 µM]	-3%	.

Further compounds follow:
SMILES	IP6K1 inhibitor	HEK cytotox	FLuc inh	HEK293 viab	SNCA expr inh	GPT2 inh	NIH3T3 tox
COc1cccc(CN(C(=O)CC(C)(C)C)C2CC(C(=O)N3CCNCC3)N(Cc3ccc4c(c3)OCO4)C2)c1 (configuration not stated)	4	.	.	-19%	.	i	.
COC(=O)Nc1nc2ccc(C(=O)C3CC3)cc2[nH]1	1	.	.	-29%[23.9 µM]	34%[25.6 µM]	-5%	.
COc1cc(C(=O)NC(c2ccccc2Cl)c2cc(Cl)c3cccnc3c2O)cc(OC)c1OC (configuration not stated)	20	.	.	-6%	?	.	.
O=c1nc(-c2ccccn2)sc2ccccc12	-54*	.	.	-13%	.	0%	.
CNC(=O)c1cccc(-c2ccc3c(N4CCOC[C@@H]4C)nc(N4CCOC[C@@H]4C)nc3n2)c1	27	.	.	-8%	.	-16%	.
CN(C)C(=N)N=C(N)N	-4	.	.	-13%	17%	5%	.
CCc1cc(-c2n[nH]c(C)c2-c2ccc3c(c2)OCCO3)c(O)cc1O	.	.	.	-8%	?	-15%	.
O=C(NC1CCC1)c1ccc(C#Cc2cccc(F)c2)nc1	1	.	.	25%	.	-11%	.
O=C(c1cn(Cc2cncn2Cc2ccc(Br)cc2)cc1-c1cccc2ccccc12)N1CCOCC1	7	.	.	?	.	i	.
C[C@H](NCc1ccc(OCc2ccccc2F)cc1)C(N)=O	-4	.	.	9%	.	i	.
COC(=O)Nc1nc2ccc(S(=O)c3ccccc3)cc2[nH]1 (configuration not stated)	1	.	.	0%	?	-12%	.
CCCc1ncc(C(=O)O)s1	-5	.	.	-7%[23.9 µM]	-7%[25.6 µM]	3%	.
Cc1[nH]c(/C=C2\C(=O)Nc3ccc(F)cc32)c(C)c1C(=O)NCCN1CCCC1	-5	.	.	-11%	.	i	.
COc1ccc(-c2ccc3c(N4CCOC[C@H]4C)nc(N4CCOC[C@H]4C)nc3n2)cc1CO	.	.	.	-15%	?	i	.
COc1ccc(CN2CC[C@@H]3CN(S(C)(=O)=O)[C@@H]3C2)cc1C	32	-17%	-9%	6%[12.5 µM]	?	i	-14%
C[C@@H]1CCO[C@H]2Cn3cc(C(=O)NCc4ccc(F)cc4F)c(=O)c(O)c3C(=O)N12	33	.	.	10%&10%	59%[activator]	-12%	.
O=C(O)c1n[nH]c2c1C[C@H]1C[C@@H]21	-6	.	.	0%	.	i	.
COc1ccc(NC(=O)C2CN(S(C)(=O)=O)CC23CCCCC3)cc1 (configuration not stated)	10	-14%	-9%	3%	2%	3%	-1%
O=C(NCC1CCOCC1)Nc1ccccc1	16	-1%	-15%	-1%	10%	i	-1%
CC(=O)O[C@@]12CO[C@H]1C[C@H](O)[C@@]1(C)C(=O)[C@H](O)C3=C(C)[C@@H](OC(=O)C(O)[C@@H](NC(=O)OC(C)(C)C)c4ccccc4)C[C@@](O)([C@@H](OC(=O)c4ccccc4)[C@@H]21)C3(C)C (some centres not stated)	.	.	.	?	-9%	i	.
COc1ccc(C#Cc2ccc(C(=O)N3CCC[C@@H](CO)C3)cc2)cc1	3	.	.	-11%	.	i	.
CCS(=O)(=O)N1CCN(c2ccc(Nc3ncc(C(N)=O)c(NC4CC4)n3)cc2)CC1	1	.	.	-30%	.	i	.
CCCc1cc(C(N)=S)ccn1	41	.	.	0%	-11%	i	.
Cc1ccccc1C(C(=O)NC1CCCCC1)N(C(=O)Cn1ccnc1C)c1cccc(F)c1 (configuration not stated)	-7	.	.	-14%&-5%	12%	-2%&2%	.
C[C@H](CCC(=O)O)[C@H]1CC[C@H]2[C@@H]3[C@H](O)C[C@@H]4C[C@H](O)CC[C@]4(C)[C@@H]3CC[C@]12C	.	.	.	12%	-4%	i	.
New compounds follow.
SMILES	IP6K1 inhibitor	HEK cytotox	FLuc inh	HEK293 viab	SNCA expr inh	GPT2 inh	NIH3T3 tox
COc1ccccc1OC(=O)Oc1ccccc1OC	24	.	.	2%[23.9 µM]	-22%[25.6 µM]	-5%	.
CC(C)(C(=O)c1cccnc1)c1cccnc1	10	.	.	12%[23.9 µM]	-40%[25.6 µM]	1%	.
CNS(=O)(=O)CC1CCC(N(C)c2ncnc3[nH]ccc23)CC1 (configuration not stated)	-16	.	.	-12%	.	-16%	.
COc1ccc(Cl)c(Nc2ncnc3cc(OCC4CCN(C)CC4)c(OC)cc23)c1	-2	.	.	-13%	.	-3%	.
COc1ccc2c(CNCCc3ccccc3OC)c(C(=O)O)n(Cc3ccc(F)cc3Cl)c2c1	8	.	.	-29%	?	.	.
O=C1CCc2cc(OCCCCc3nnnn3C3CCCCC3)ccc2N1	3	.	.	-1%	10%	-10%&-4%	.
NC(=O)c1c(OCc2c(F)cc(Br)cc2F)nsc1NC(=O)NCCCCN1CCCC1	15	.	.	?	6.1µM*	1%	.
CCNC(=O)N1CCCC(c2nn(C)c(=O)n2C2CCCC2)C1 (configuration not stated)	-1	-5%	10%	6%	-5%	3%	i
CN(CCOc1ccc(NS(C)(=O)=O)cc1)CCc1ccc(NS(C)(=O)=O)cc1	16	.	.	0%	2%	4%	.
Cc1[nH]c(/C=C2\C(=O)Nc3ccc(F)cc32)c(C)c1C(=O)NC[C@H](O)CN1CCOCC1	-5	.	.	-36%	.	i	.
COC(=O)C1=CO[C@@H](O[C@@H]2O[C@H](CO)[C@@H](O)[C@H](O)[C@H]2O)C2C1CC(O)C2C (some centres not stated)	8	.	.	-12%	.	5%[27.3 µM]	.
Cc1ccc(C(=O)N(CCCN)[C@@H](c2oc3cc(Cl)ccc3c(=O)c2Cc2ccccc2)C(C)C)cc1	.	.	.	?	?	i	.

Entries above containing a cyano group:
SMILES	IP6K1 inhibitor	HEK cytotox	FLuc inh	HEK293 viab	SNCA expr inh	GPT2 inh	NIH3T3 tox
N#CC(c1ccnc(NCCc2cccnc2)n1)c1nc2ccccc2s1 (configuration not stated)	.	.	.	7%	-10%	-30%	.
COc1ccc(Sc2ccc(NC(=O)c3ccccc3Cl)cc2C#N)cc1	-11	.	.	0%	.	0%	.

This is a subset; count on the stated rates, not on these rows.
